ABCB1 inh = blocks JC-1 efflux by human ABCB1 transporter; P08183; 190,000 tested, 0.067% active; inhibition, % at 6.6 µM; AID 1326; CCRF-Adr cells, flow cytometry; in the data active means inhibition above about 40%;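 further: 0% = vehicle and 100% = reference inhibitor; higher value means more JC-1 retained so stronger ABCB1 efflux block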
Bcl-W Bim block = disrupts Bim peptide binding to human Bcl-W; 190,000 tested, 0.02% active; bead-based flow cytometry; AID 952; inhibition, % at 10 µM; Q92843;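 further: 0% = bound tracer without compound and 100% = peptide blocker; higher means less fluorescent Bim peptide bound to Bcl-W beads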
Target sequence (Q92843 whole entry, looked up): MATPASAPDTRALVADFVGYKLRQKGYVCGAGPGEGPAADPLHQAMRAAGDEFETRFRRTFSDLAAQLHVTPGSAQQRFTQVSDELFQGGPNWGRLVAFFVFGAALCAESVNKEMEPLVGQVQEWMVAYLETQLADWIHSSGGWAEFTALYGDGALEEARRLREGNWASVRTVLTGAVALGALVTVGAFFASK
Bcl-2 Bim block = disrupts Bim peptide binding to human Bcl-2; AID 950; Bead-based flow cytometry, Bim peptide-Bcl-2 binding; inhibition, % at 10 µM; 190,000 tested, 0.06% active; P10415; in the data active means inhibition above about 40%; inconclusive means no clear call, values can overlap the other calls;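 further: 0% = no compound wells with probe peptide and 100% = reference peptide inhibitor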
Bcl-B Bim block = disrupts Bim peptide binding to human Bcl-B; Q9HD36; bead-based flow cytometry; inhibition, % at 10 µM; 190,000 tested, 0.073% active; AID 951;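 further: 0% = tracer peptide without compound and 100% = reference inhibitor peptide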
Target sequence (Q9HD36 whole entry, looked up): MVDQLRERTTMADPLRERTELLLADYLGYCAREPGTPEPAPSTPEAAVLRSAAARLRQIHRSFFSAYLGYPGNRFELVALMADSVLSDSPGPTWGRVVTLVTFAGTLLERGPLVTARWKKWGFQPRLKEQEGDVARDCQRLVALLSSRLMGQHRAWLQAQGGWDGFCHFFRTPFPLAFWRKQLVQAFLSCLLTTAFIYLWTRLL
Bcl-XL Bim block = disrupts Bim peptide binding to human Bcl-XL | Q07817 | bead flow cytometry, fluorescence | 190,000 tested, 0.04% active | inhibition, % at 10 µM
GSH fluor = compound fluoresces at 488/530 nm on GSH beads; GSH beads flow cytometry, compound fluorescence 488/530 nm; stronger effect = higher value; fluorescence (KMESF) at 10 µM; 190,000 tested, 0.25% active; AID 1776; in the data active means fluorescence above about 89;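 further: glutathione beads carrying GST-tagged Bcl family fusion proteins plus one bare bead set; values are compound well signal with DMSO vehicle wells as background; inactives centre near 16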
RGS4-Gao reg = modulates binding of RGS4 to human Galphao; 220,000 tested, 0.33% active; Multiplexed bead flow cytometry; actives lie on both sides; AID 1415; binding response (% of control), % at 10 µM; P09471; in the data active means binding response below about 49% or above about 150%; inactive means in between;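 further: fluorescent Galphao activated with aluminum fluoride binding bead-coupled RGS4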
ABCG2 block = inhibitors of human ABCG2 transporter, ABCB1 counter-screen; IgMXP3 cells, JC-1 efflux, flow cytometry; AID 1325; inhibition, % at 6.6 µM; 190,000 tested, 0.1% active; Q9UNQ0;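 active means inhibition above 80%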;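 further: 0% = DMSO and 100% = nicardipine control wells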
Target sequence (Q9UNQ0 whole entry, looked up): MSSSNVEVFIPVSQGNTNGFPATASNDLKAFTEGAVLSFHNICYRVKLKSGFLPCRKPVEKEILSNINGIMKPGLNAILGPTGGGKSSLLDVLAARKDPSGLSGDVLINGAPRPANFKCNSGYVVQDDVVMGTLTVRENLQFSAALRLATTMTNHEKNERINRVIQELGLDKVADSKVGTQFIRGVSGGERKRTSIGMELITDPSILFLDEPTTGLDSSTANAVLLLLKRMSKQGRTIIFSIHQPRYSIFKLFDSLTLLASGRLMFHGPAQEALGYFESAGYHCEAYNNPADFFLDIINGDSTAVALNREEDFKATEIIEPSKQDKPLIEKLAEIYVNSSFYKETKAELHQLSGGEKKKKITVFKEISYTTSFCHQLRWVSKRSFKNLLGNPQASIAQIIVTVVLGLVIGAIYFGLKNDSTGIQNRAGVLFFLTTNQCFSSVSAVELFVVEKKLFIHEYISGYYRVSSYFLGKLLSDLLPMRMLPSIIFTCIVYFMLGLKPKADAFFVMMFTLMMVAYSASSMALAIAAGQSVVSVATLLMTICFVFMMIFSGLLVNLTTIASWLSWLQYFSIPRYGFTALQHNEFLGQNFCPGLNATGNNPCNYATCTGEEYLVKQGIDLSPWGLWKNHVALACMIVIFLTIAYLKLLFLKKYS
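Read-out basis: Efflux inhibition in percent versus controls | Test system: ABCG2 IgMXP3 and barcoded ABCB1 CCRF-Adr cell mix | Quantity: 3 million cells/mL in well | Schedule: 10 min at 25 °C | Control set: Nicardipine as high control, DMSO as low control | Reagent: JC-1 as fluorescent efflux pump substrate | Signal: Flow cytometry of retained JC-1 fluorescence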
RGS7-Gao reg = regulators of human RGS7-Galphao interaction; P09471; Multiplexed bead flow cytometry, RGS7-Galphao binding; actives lie on both sides; binding response (% of control), % at 10 µM; 220,000 tested, 0.35% active; AID 1439; in the data active means binding response below about 49% or above about 150%; inconclusive means no clear call, values can overlap the other calls; inactive means in between;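 further: fluorescent Galphao held in activated GDP-AlF4 state binding bead-coupled RGS7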
Bfl-1 Bim block = disrupts Bim binding to human Bfl-1; Q16548; Bead-based flow cytometry, Bim-Bfl-1 binding inhibition; inhibition, % at 10 µM; 190,000 tested, 0.12% active; AID 1008;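 further: 0% = wells without compound plus tracer and 100% = blocker peptide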
RGS8-Gao = regulators of human RGS8-Galphao interaction. multiplexed bead flow cytometry, RGS8-Galphao binding; actives lie on both sides. response (percent of control binding), % at 10 µM. 220,000 tested, 0.34% active; in the data active means response below about 60% or above about 140%; inactive means in between;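 further: Galphao activated as the GDP aluminium fluoride complex binding bead-coupled RGS8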
The depositor's hits bear a star; u = inconclusive. Unless noted, no stated cut-off is given here; in the data, active means inhibition above about 40%.

Molecule | ABCB1 inh | Bcl-W Bim block | Bcl-2 Bim block | Bcl-B Bim block | Bcl-XL Bim block | GSH fluor | RGS4-Gao reg | ABCG2 block | RGS7-Gao reg | Bfl-1 Bim block | RGS8-Gao
O=C(CSCCO)Nc1ccc([N+](=O)[O-])cc1 | 0.3 | -2 | -2 | -4 | -4 | 15 | 98 | 5 | u | -6 | 102
S=C(NCCc1ccccc1)N1CCc2ccccc2C1 | -1.6 | -3 | 0 | -2 | -2 | 7 | 104 | -6 | 104 | 2 | 102
Cc1c(NC(=O)C(C)Oc2ncnc3ccccc23)c(=O)n(-c2ccccc2)n1C (stereo not given) | 0.4 | 0 | -7 | -6 | -3 | 12 | 101 | 1 | 95 | -9 | 99
COc1ccc(OC)c(CNC(=O)C2CCCN(C(=O)N(C)C)C2)c1 (stereo not given) | -0.1 | 0 | 0 | 2 | 2 | 16 | 105 | 0 | 104 | 0 | 103
Cc1cccc(OC(C)C(=O)N2CCCc3ccccc32)c1 (stereo not given) | 0.0 | 0 | -1 | 1 | 0 | 9 | 105 | 16 | 99 | 5 | 102
CN(CCCC1CCCC1)C(=O)CCc1nnc(-c2ccccc2)o1 | 2.0 | -3 | -3 | -4 | -2 | 26 | 98 | 8 | 98 | -10 | 101
OC1=C(O)c2nc3ccccc3nc21 | 0.6 | -3 | -13 | -6 | 1 | 40 | 102 | 2 | 105 | -19 | 101
Cc1onc(-c2c(Cl)cccc2Cl)c1C(=O)N1CCN(c2ccccc2)CC1 | 1.8 | 2 | -2 | -1 | 0 | 17 | 105 | 15 | 92 | -4 | 104
Cn1nnnc1SCC(=O)N1CCN(c2ccccc2)CC1 | 0.4 | 1 | -10 | -7 | -4 | 14 | 102 | 2 | 105 | -12 | 103
N#C/C(=C(/O)c1ccc([N+](=O)[O-])cc1)c1nnc2n1CCCCC2 | -0.5 | -3 | -5 | -1 | -5 | 12 | 94 | 8 | u | -4 | 90
Cc1ccc(NC(=O)CC2S/C(=N/c3nccs3)N(C)C2=O)c(C)c1 (stereo not given) | 0.2 | -2 | -10 | -10 | -5 | 28 | 93 | 1 | 94 | -16 | 97
COc1nc(N(CC(N)=O)S(=O)(=O)c2ccccc2)nc(C)c1Cl | 0.5 | 1 | 7 | 7 | 4 | 60 | 73 | -2 | 79 | 12 | 78

Some entries already given, reduced to Bfl-1 Bim block, Bcl-W Bim block and RGS8-Gao.
SMILES | Bfl-1 Bim block | Bcl-W Bim block | RGS8-Gao
Cc1cccc(OC(C)C(=O)N2CCCc3ccccc32)c1 (stereo not given) | 5 | 0 | 102
CN(CCCC1CCCC1)C(=O)CCc1nnc(-c2ccccc2)o1 | -10 | -3 | 101
OC1=C(O)c2nc3ccccc3nc21 | -19 | -3 | 101

(list continues)
Molecule | ABCB1 inh | Bcl-W Bim block | Bcl-2 Bim block | Bcl-B Bim block | Bcl-XL Bim block | GSH fluor | RGS4-Gao reg | ABCG2 block | RGS7-Gao reg | Bfl-1 Bim block | RGS8-Gao
COc1cc(C)c(CN2CCCCC2CO)cc1C (stereo not given) | 0.5 | 1 | -5 | -4 | 1 | 5 | 99 | 2 | 98 | -8 | 100
CN(C)CCNc1oc(-c2cccc(Cl)c2)nc1C#N | 0.4 | -2 | 1 | 0 | -6 | 11 | 0.2* | 3 | 12* | -2 | 31*
O=C1CSC(c2nn(-c3ccccc3)cc2-c2cc3ccccc3oc2=O)N1Cc1ccco1 (stereo not given) | 4.9 | 3 | -9 | -6 | -3 | 13 | 101 | 6 | 94 | -6 | 101
Cc1cc(C)c(NC(=O)c2ccc(CNS(=O)(=O)c3cc(C(F)(F)F)ccc3Cl)cc2)c(C)c1 | 1.3 | -1 | -5 | -2 | -4 | 17 | 102 | 8 | 102 | -8 | 104
CC(=O)NC(NC(=S)Nc1ccc(N=Nc2ccccc2C)cc1C)C(Cl)(Cl)Cl (stereo not given) | -7.0 | -2 | 0 | -1 | -3 | 30 | 98 | -3 | 97 | -3 | 97
CCOC(=O)N1CCC(N2C(=O)c3ccccc3C2=O)CC1 | 0.3 | 0 | -8 | -6 | -5 | 19 | 103 | 1 | 101 | -11 | 103
O=C(CCSc1ccc(Cl)cc1)NC12CC3CC(CC(C3)C1)C2 | 0.4 | -6 | -6 | -10 | -7 | 12 | 107 | 2 | 104 | -13 | 109
CC(CC(=O)O)CC(=O)Nc1cc([N+](=O)[O-])ccc1O (stereo not given) | 0.8 | 3 | 0 | -3 | 3 | 15 | 101 | 3 | 105 | 0 | 101
COC(=O)c1ccc(CSc2nnc(-c3ccncc3)n2Cc2ccccc2)o1 | 0.1 | -7 | -16 | -11 | -14 | 37 | 97 | 26 | 95 | -24 | 101
CCOC(=O)COc1cc(Br)c(/C=N/Nc2ccccc2)cc1OC | -0.4 | 3 | 0 | 1 | 1 | 20 | 97 | 0 | 97 | 2 | 102
CCN1CCc2nc(NC(=O)C(c3ccccc3)c3ccccc3)sc2C1 | 0.3 | -1 | -10 | -11 | -10 | 37 | 104 | 1 | 102 | -15 | 105
CCN=C1SC(C(=O)Nc2ccc(OC)cc2)CC(=O)N1CC (stereo not given) | 0.3 | -3 | -2 | -3 | -4 | 12 | 101 | 2 | 103 | -6 | 102
Cc1ccccc1Nc1nnc(SCc2nc3ccccc3c(=O)[nH]2)s1 | 0.0 | 2 | 0 | 0 | 1 | 20 | 103 | 8 | u | -3 | 101
O=C(c1ccc2c(c1)OCO2)N1CCN=C1SCc1ccccc1 | 0.6 | 2 | -1 | -2 | -4 | 26 | 102 | 4 | 101 | -7 | 101
CCOP(=O)(c1ccc(N(C)C)cc1)C(O)c1cc(OC)c(OC)c(OC)c1 (stereo not given) | 6.2 | 0 | 4 | 4 | 0 | 42 | 99 | 2 | 103 | 2 | 106
COc1ccc(N=Cc2nc(-c3ccccc3)oc2OC(=O)c2ccccc2)cc1 | 0.0 | -3 | 0 | -6 | -4 | 10 | 98 | 0 | 98 | 4 | 99
O=C(N/N=C/c1ccccc1OC(F)F)c1cc(-c2ccncc2)nc2ccccc12 | 1.8 | -5 | -8 | -7 | -5 | 17 | 100 | 4 | u | -6 | 100
COc1ccc(CCNC(=O)C(=O)N/N=C/c2cccs2)cc1OC | -1.1 | 0 | -5 | 1 | 2 | 14 | 99 | 16 | 102 | -6 | 104
O=C(CSc1n[nH]c(-c2ccccc2O)n1)N1CCCc2ccccc21 | 0.5 | -3 | -3 | -3 | -4 | 13 | 100 | 2 | 96 | -1 | 99
COc1cccc(CNCCN2CCOCC2)c1OC | -0.1 | -2 | 2 | 0 | -1 | 11 | 105 | -1 | 104 | 2 | 115
Cc1ccc2cc(C)c(N3CCC(C)CC3)nc2c1 | 0.3 | -3 | 3 | -3 | 0 | 14 | 102 | 0 | 100 | 0 | 102
CCOC(=O)c1[nH]c2ccccc2c1NC(=O)NC1CCCCC1 | 1.4 | 0 | -1 | 0 | -3 | 25 | 100 | 17 | 102 | -3 | 99
Cn1c(=O)c2ncn(CC(=O)Nc3cc(C(F)(F)F)ccc3N3CCOCC3)c2n(C)c1=O | 0.6 | 0 | -1 | 0 | 1 | 29 | 100 | 3 | 103 | -1 | 105
O=C(CCC(=O)N1CCN(S(=O)(=O)c2ccccc2)CC1)c1cccs1 | 0.3 | -2 | -6 | -8 | 0 | 25 | 98 | 1 | 102 | -12 | 104

Fetched by compound from the list above (2):
Molecule | ABCB1 inh | Bcl-W Bim block | Bcl-2 Bim block | Bcl-B Bim block | Bcl-XL Bim block | GSH fluor | RGS4-Gao reg | ABCG2 block | RGS7-Gao reg | Bfl-1 Bim block | RGS8-Gao
O=C(CCSc1ccc(Cl)cc1)NC12CC3CC(CC(C3)C1)C2 | 0.4 | -6 | -6 | -10 | -7 | 12 | 107 | 2 | 104 | -13 | 109
Cc1c(NC(=O)C(C)Oc2ncnc3ccccc23)c(=O)n(-c2ccccc2)n1C (stereo not given) | 0.4 | 0 | -7 | -6 | -3 | 12 | 101 | 1 | 95 | -9 | 99

Continuation.
Molecule | ABCB1 inh | Bcl-W Bim block | Bcl-2 Bim block | Bcl-B Bim block | Bcl-XL Bim block | GSH fluor | RGS4-Gao reg | ABCG2 block | RGS7-Gao reg | Bfl-1 Bim block | RGS8-Gao
CCCCN1C(=O)NC(NC(=O)c2ccco2)(C(F)(F)F)C1=O (stereo not given) | 0.3 | 0 | -2 | -4 | 0 | 23 | 116 | 1 | 111 | -2 | 113
CC(C)NC(=S)N/N=C1\CCCCc2ccccc21 | 0.1 | -4 | -14 | -15 | -12 | 19 | 101 | 0 | 102 | -11 | 102
CC[C@@H](C)[C@@H](C(=O)N1CCN(C(=O)OC(C)(C)C)CC1)n1cc(CCCN=C(NC(=O)OC(C)(C)C)NC(=O)OC(C)(C)C)nn1 | 25 | 0 | 0 | 0 | 0 | 19 | 104 | 14 | 102 | -4 | 106
O=C(NC1CCCCC1NC(=O)c1ccco1)c1ccco1 (stereo not given) | 0.6 | -4 | -15 | -9 | -10 | 35 | 101 | 0 | 102 | -22 | 104
CCOC(=O)c1[nH]ncc1CN1CCCC(C(=O)c2ccc(OC)cc2C)C1 (stereo not given) | 0.5 | -5 | -4 | -4 | -2 | 10 | 88 | 1 | 86 | -9 | 95
CCCCN(CCCC)S(=O)(=O)c1ccc2[nH]c(=O)[nH]c2c1 | 0.2 | 2 | 0 | 0 | 0 | 11 | 111 | 1 | 109 | 0 | 106
COc1cc(C(=O)O)c2ccccc2n1 | 0.0 | -3 | -3 | -1 | 0 | 12 | 99 | 0 | 102 | -3 | 102
CCOC(=O)c1cn(CC#N)c2cc(F)c(F)cc2c1=O | -0.2 | -2 | -1 | -3 | 0 | 7 | 100 | 3 | 91 | -5 | 102
CC1(C)OC(=O)N(CC(=O)Nc2ccccc2)C1(C)O (stereo not given) | 0.8 | 0 | 1 | 1 | 0 | 20 | 103 | 1 | 105 | -3 | 102
Cc1ccc(C(=O)NC(=S)Nc2cc(C(F)(F)F)ccc2Cl)cc1 | 0.7 | 0 | -3 | 0 | 0 | 13 | 77 | 2 | 85 | -2 | 91
Cc1cccc(-n2c(C)cc(/C=N/NC(=O)c3cccc([N+](=O)[O-])c3C)c2C)c1 | -0.4 | -1 | -7 | -8 | -4 | 33 | 103 | -3 | 108 | -8 | 103
CN(C(=O)CS(=O)(=O)c1cn(CC(=O)N2CCOCC2)c2ccccc12)c1ccccc1 | 0.9 | 3 | -8 | 0 | 0 | 24 | 105 | 4 | 104 | -4 | 101
O=[N+]([O-])c1ccccc1S(=O)(=O)N1CCCCC1 | 1.2 | 0 | 0 | -5 | -1 | 6 | 99 | 8 | 104 | 1 | 99
CCOc1ccc(NC(=O)c2csc3c2CCCC3)cc1 | 0.3 | -1 | -1 | -5 | -6 | 17 | 100 | 19 | 100 | -2 | 99
CCOc1cc(C(=O)CCC(=O)OCC(=O)N2c3ccccc3NC(=O)C2(C)C)ccc1O | 0.3 | -2 | -6 | -4 | -2 | 5 | 98 | 1 | 101 | -2 | 99
Cc1c(NC(=O)CN2c3ccccc3CC2C)c(=O)n(-c2ccccc2)n1C (stereo not given) | 0.5 | 0 | -4 | -6 | -4 | 11 | 99 | 1 | u | -4 | 101
Cc1cc(NC(=O)c2ccc(N3C(=O)C4C5C=CC(C5)C4C3=O)cc2)no1 (stereo not given) | 0.0 | -1 | -5 | -1 | -1 | 10 | 102 | 2 | 100 | -7 | 103
COC(=O)c1cn(NC(=O)c2ccccc2[N+](=O)[O-])c(=O)c2ccccc12 | 0.2 | 1 | 0 | -1 | -1 | 15 | 100 | 1 | 99 | -5 | 101
